Source: PubChem BioAssay
PI5P4Ka inh = inhibitors of human PI5P4K alpha | 330,000 compounds, 1.2% hits | P48426 | PI5P4Kalpha enzyme, ADP-Glo luminescence, 60 min; stronger effect = lower value | max response, %; active = max response of -50% or lower; inconclusive = between -30% and -50%; inactive = -30% or higher; note: value at the top dose of about 77 µM; % is set by controls: 0 for no effect and ±100 for the full control effect
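Compounds were pin-transferred onto PI5P4Kalpha and substrate in HEPES pH 7.4 buffer with EGTA, CHAPS and 5% DMSO. ATP (5 microM final) started the reaction, which ran 60 minutes at room temperature before ADP-Glo detection.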
EPAC2 antagonist = EPAC2 (human) antagonism | EPAC2 GEF exchange of Rap1B-BODIPY-GDP, fluorescence | Potency, µM (series often up to 114 µM), without a hit: top-dose activity, negative = inhibition, usual class: inhibitors | 360,000 compounds, 0.18% hits | AID 720708; note: potency is the fitted concentration of half-maximal effect; % is set by controls: 0 for no effect and ±100 for the full control effect; nearly all actives have a fitted effect of over 45% in size; many of its hits are not listed in these tables
Target sequence (Q8WZA2 whole entry, looked up): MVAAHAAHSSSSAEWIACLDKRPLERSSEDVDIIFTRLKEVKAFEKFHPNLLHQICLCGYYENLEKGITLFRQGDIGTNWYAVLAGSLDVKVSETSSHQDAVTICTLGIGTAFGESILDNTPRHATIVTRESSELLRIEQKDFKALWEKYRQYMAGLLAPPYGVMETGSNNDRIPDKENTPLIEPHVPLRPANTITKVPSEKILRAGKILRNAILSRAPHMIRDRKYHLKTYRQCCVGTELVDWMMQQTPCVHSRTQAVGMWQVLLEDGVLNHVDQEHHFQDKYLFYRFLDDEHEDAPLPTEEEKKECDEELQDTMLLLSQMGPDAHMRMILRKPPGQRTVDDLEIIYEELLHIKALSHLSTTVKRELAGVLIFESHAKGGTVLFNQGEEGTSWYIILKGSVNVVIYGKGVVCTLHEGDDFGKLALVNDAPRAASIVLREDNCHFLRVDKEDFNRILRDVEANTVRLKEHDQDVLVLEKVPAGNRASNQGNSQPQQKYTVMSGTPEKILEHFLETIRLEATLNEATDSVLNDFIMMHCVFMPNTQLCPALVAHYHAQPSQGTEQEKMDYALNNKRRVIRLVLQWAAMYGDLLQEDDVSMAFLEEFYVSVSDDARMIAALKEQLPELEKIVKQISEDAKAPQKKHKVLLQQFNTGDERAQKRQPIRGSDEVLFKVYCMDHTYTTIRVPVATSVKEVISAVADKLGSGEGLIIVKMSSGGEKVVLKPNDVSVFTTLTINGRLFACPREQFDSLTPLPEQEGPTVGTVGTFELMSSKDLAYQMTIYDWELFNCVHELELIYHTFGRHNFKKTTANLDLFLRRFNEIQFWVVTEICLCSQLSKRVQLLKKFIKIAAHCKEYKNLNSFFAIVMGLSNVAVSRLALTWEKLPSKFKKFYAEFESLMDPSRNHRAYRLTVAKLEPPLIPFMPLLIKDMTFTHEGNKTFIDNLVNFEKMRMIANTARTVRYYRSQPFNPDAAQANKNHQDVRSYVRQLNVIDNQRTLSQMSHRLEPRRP
CCT modulator = changes cytosolic chaperonin activity. purified chaperonin ATPase assay, HTRF ADP detection, 30 min. activity change, % (test concentration not listed), hits read low. 360,000 compounds, 0.3% hits; in the data active = activity change below about -30%; note: % is set by controls: 0 for no effect and ±100 for the full control effect
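ATPase activity: ADP formed was measured by HTRF Transcreener (665/615 nm ratio) after 30 min at 37 deg C with 10 uM ATP. Compounds screened at one 76 uM concentration against 40 or 20 nM TRiC in Tris pH 7.4/KCl/MgCl2/DTT buffer.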
EPAC1 antagonist = antagonists of human EPAC1. 360,000 compounds, 0.14% hits. AID 720709. Potency, µM (highest dose often 115 µM), without a hit: top-dose activity change, negative = inhibition, actives largely listed as inhibitors. O95398. EPAC1 GEF assay, Rap1b-BODIPY-GDP exchange fluorescence;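 note: potency is the fitted concentration of half-maximal effect; plate controls were vehicle for no effect and positive control for full effect; nearly all actives have a fitted effect of over 50% in size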
MmCpn inh = M. maripaludis TRiC chaperonin inhibition | purified Mm-Cpn ATPase, ADP Transcreener TR-FRET | 330,000 compounds, 0.031% hits | Potency, µM (doses to about 76.9 µM), for the others: top-dose activity, negative = inhibition, actives largely listed as inhibitors | AID 504842; note: potency is the fitted concentration of half-maximal effect; % is set by controls: 0 for no effect and ±100 for the full control effect; nearly all actives have a fitted effect of over 80% in size
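Inhibition of chaperonin ATP hydrolysis is measured as reduced ADP production, detected by competitive TR-FRET in which signal falls with ADP. Final enzyme 25 nM and ATP 10 uM, reacted 30 min at 37°C.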
EPAC1 agonist = agonists of human EPAC1; O95398; EPAC1 agonist qHTS, biochemical assay; response scale: 100% = response to 6.5 mM cAMP; Potency, µM (top dose mostly 154 µM), for inactives: top-dose activation, usual class: activators; 360,000 compounds, 0.073% hits; AID 720707; note: potency is the fitted concentration of half-maximal effect; nearly all actives have a fitted effect of over 60% in size
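EPAC1 100 nM, Rap1B–BODIPY-GDP 250 nM, unlabeled GDP 50 uM; compound titration; 5 min RT; kinetic read ex480/em540 at 5-min intervals ×30 min; data normalized to 6.5 mM cAMP agonist control.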
WRN inhibitor = WRN helicase (human) inhibition. WRN helicase unwinding, fluorescent forked duplex, kinetic. Potency, µM (series often up to 114 µM), inactives show at the highest dose activity change, negative = inhibition, usual class: inhibitors. 360,000 compounds, 0.46% hits. AID 651768; note: potency is the fitted concentration of half-maximal effect; % is set by controls: 0 for no effect and ±100 for the full control effect; nearly all actives have a fitted effect of over 55% in size
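Screening of the MLSMR collection measured strand separation of a quenched forked DNA duplex (100 nM) by 20 nM WRN with 2 mM ATP, all final. Compounds were preincubated with enzyme 15 min at room temperature.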
PLK1 PBD inh = inhibitors of human PLK1 polo-box domain binding; P53350; Plk1 PBD binding of FITC phosphopeptide, fluorescence polarization; Potency, µM, for inactives: max response, negative = inhibition, actives largely listed as inhibitors; 360,000 compounds, 2.8% hits; AID 720504; note: potency is the fitted concentration of half-maximal effect; series mostly up to about 57 µM; % is set by controls: 0 for no effect and ±100 for the full control effect; nearly all actives have a fitted effect of over 65% in size
* = called active by the depositor; ? = inconclusive; . = no result given; [ ] = remark or other dose. Unless noted, calls come from the whole dose curve; as a rule, active = well fitted curve in the direction sought with a large enough effect; inconclusive = small, poorly fitted or top-dose-only effect, or another doubt; inactive = no such curve, though single readings can be large; an effect the other way counts as inactive or inconclusive. An excerpt; the hit share may differ from the screen's.

SMILES	PI5P4Ka inh	EPAC2 antagonist	CCT modulator	EPAC1 antagonist	MmCpn inh	EPAC1 agonist	WRN inhibitor	PLK1 PBD inh
C=CCOc1ccc(NC(=O)C(=O)NCCCn2ccnc2)cc1	.	11%	0.0	-23%	2%	0%	2%	-1%
CSCCC(NC(=O)c1ccco1)C(=O)N(C)CC(=O)Nc1ccccc1Br (stereo not drawn)	0	5%	0.7	6%	2%	4%	-6%	-7%
Cc1nn(-c2ccc(Cl)cc2)c(=O)c2c(C)noc12	8	13%	3.0	-7%	-6%	-11%	-12%	-10%
CC(C)N(Cc1ccccc1)C(=O)COC(=O)c1c(F)cccc1F	0	12%	-1.7	-10%	1%	-5%	2%	2%
CC(=O)N1N=C(c2cccc([N+](=O)[O-])c2)OC1(C)CC(=O)Nc1ccccc1 (stereo not drawn)	1	-5%	1.7	-5%	3%	2%	-4%	4%
COCCCNC(=S)N1CCC(C(=O)c2ccc3c(c2)OCCO3)CC1	-1	-2%	-1.6	1%	5%	-7%	-2%	-8%
Cc1cccc(NC(=O)c2ccc(S(=O)(=O)N3CCOCC3)cc2)n1	-3	-3%	0.2	-5%	-3%	7%	8%	-4%
CCOC(=O)C1CCCN(Cc2cc(=O)oc3cc(C)c(C)cc23)C1 (stereo not drawn)	-2	0%	1.0	-4%	1%	-13%	1%	-5%
Cc1ccc2nc(C3CCCCC3)c(Cc3cccc(Cl)c3)n2c1	-14	?	1.9	4%	.	2%	-3%	-3%
COc1ccc(OCCSc2nc(C)nc3ccccc23)cc1	34	-19%	-1.6	-4%	-5%	18%	-9%	-2%
Cc1ccc(NC(=O)COc2cccc(/C=C3\SC(=S)N(CCC(=O)O)C3=O)c2)cc1Cl	1	34%[activator]	-1.0	50µM*	-1%	?	-15%[11.6 µM]	19µM*
COc1ccc(C2CC(=O)N3CN(c4ccc(C)c(Cl)c4)CSC3=C2C#N)cc1OC (stereo not drawn)	-61*	-15%	-2.6	26%	-26%	10%	-10%	?
CCN(CC)C(=S)SCC(=O)Nc1nc(-c2ccccc2)c(-c2ccccc2)o1	-11	-5%	-2.9	-24%	-1%	0%	-2%	-10%
Cc1csc(=O)n1CCC(=O)OCC(=O)Nc1ccc(Cl)cn1	-9	10%	-0.2	4%	0%	-2%	-4%	-10%
COC1CCCCC1Nc1cc(C)cc(C)c1 (stereo not drawn)	.	0%	3.8	4%	0%	4%	1%	-4%
CCOC(=O)c1ncn2c1[C@@H]1CCNC1C(=O)c1cc(OC)ccc1-2 (stereo partly drawn)	-1	10%	-2.8	-10%	-1%	-12%	-1%	4%
CCOC(=O)[C@H]1[C@H]2COc3ccc(Br)cc3[C@@H]2N2C(=O)c3ccc(C)cc3NC(=O)[C@@]12C	-8	11%	1.3	-5%	-1%	-7%	-6%	-8%
COc1ccc(-c2nnn(CC(=O)N(Cc3ccc(F)cc3)C(C(=O)NC3CCCC3)c3ccc(F)cc3)n2)cc1 (stereo not drawn)	.	0%	-11	5%	.	2%	-2%	-8%
CCOC(=O)CSC1=C(C#N)C(c2sccc2C)C(C(C)=O)=C(C)N1 (stereo not drawn)	.	-1%	-0.3	-2%	0%	14%	-4%	27µM*
CC(C)CC(=O)Nc1cccc2c1C(=O)N(c1ccccc1)C2=O	4	-6%	-2.1	0%	0%	-7%	3%	-1%
O=C(Nc1ccc(N2CCOCC2)c(Cl)c1)c1cccnc1	-7	1%	-1.8	11%	-2%	1%	-6%	0%
Nc1cc(OCc2ccccc2)ccc1OCc1ccccc1	-1	2%	-2.4	-4%	.	7%	3%	4%
C=CCOC(=O)c1c(C)nc2cc3c(cc2c1C)OCO3	1	0%	0.1	-8%	-1%	3%	-7%	-7%
CC(C)Cc1nnc(NC(=O)C2CCN(C(=O)c3ccc(F)cc3)CC2)s1	1	11%	-2.4	4%	0%	-7%	-1%	1%
COc1cccc(CNC(=O)CCC2CCCN(C(=O)c3ccc(C)nc3)C2)c1 (stereo not drawn)	0	-3%	-3.8	-20%	-23%	4%	-3%[57.1 µM]	5%
SMILES	PI5P4Ka inh	EPAC2 antagonist	CCT modulator	EPAC1 antagonist	MmCpn inh	EPAC1 agonist	WRN inhibitor	PLK1 PBD inh
Cc1ccc(NC(=O)c2ncn(CCCN(CCCn3cnc(C(=O)Nc4ccc(C)c(C)c4)n3)Cc3ccc4[nH]ccc4c3)n2)cc1C	24	0%	-0.8	-14%	.	-6%	-5%	1%
CCOC(=O)CSc1nc(=O)n2ccc(C)cc2n1	-9	3%	-1.8	-1%	-1%	7%	2%	-15%
Cc1ccc(S(=O)(=O)Nc2ccc(NC(=O)Nc3ccc(F)cc3F)cc2)cc1	5	?	-1.3	?	1%	8%	-15%	-4%
CC1(Cc2ccccc2Cl)C(=O)Nc2c(Cl)ccc(Cl)c21 (stereo not drawn)	16	-18%	-0.6	-12%	.	-1%	-6%	5%
O=C1NC(=O)/C(=C\c2ccc(OCc3ccccc3)cc2)S1	9	-21%	0.3	17%	-23%	1%	-12%	-22%
O=C(CNC(=O)c1ccc(Br)cc1)c1ccccc1	-6	5%	-1.1	-16%	1%	0%	1%	6%
O=C(CN(Cc1ccccc1)C(=O)CCC(=O)Nc1ccccn1)NCc1ccco1	0	2%	-5.4	5%	0%	1%	-2%[57.1 µM]	0%
COc1cc(CC(=O)Nc2ccc(S(=O)(=O)Nc3ncccn3)cc2)cc(OC)c1OC	.	14%	0.6	-1%	0%	10%	-4%	-6%
COC(=O)N/N=C/c1cccc([N+](=O)[O-])c1	-4	-3%	0.3	7%	0%	-1%	-1%	1%
COc1ccc(/C([O-])=C(/C(=S)Nc2ccc(C)c(C)c2)n2c[n+](C)c3ccccc32)cc1OC	-2	-15%	-12	-11%	2%	-1%	3%	?
O=C(/C=C/c1ccco1)Nc1ccc(Oc2ccc(Cl)cc2)cc1	-13	9%	0.1	10%	-3%	7%	-11%	-7%
Nc1ccc(S(=O)(=O)Nc2nc(-c3ccccc3)cc(-c3ccccc3)n2)cc1	-3	2%	-1.9	-21%	-1%	1%	11%	-4%
Cc1ccc(C(=O)COC(=O)CN2C(=O)C3C4CC(C(Br)C4Br)C3C2=O)cc1 (stereo not drawn)	-2	4%	0.0	-4%	2%	7%	0%	-5%
CC1CC(C)(C)NC(=S)N1CCC(=O)Nc1ccc2c(c1)OCCO2 (stereo not drawn)	0	1%	-3.0	-4%	-3%	-4%	-15%	6%
Cc1c(C(=O)NCc2ccc3c(c2)cc(C)n3C)cccc1[N+](=O)[O-]	-11	8%	2.0	20%	?	-4%	-24%	-9%
O=C(O)CCCNCc1ccccc1F	20	-14%	1.6	-27%	-6%	-5%	-8%	-10%
Cc1ccsc1C(=O)NNC(=O)c1ccc(NS(=O)(=O)c2cccs2)cc1	0	-4%	-1.3	-4%	3%	1%	-4%	-4%
Cn1c(N)c(C(=O)COC(=O)CSc2cccc3cccc(Cl)c23)c(=O)n(C)c1=O	?	2%	-0.8	0%	-5%	1%	-7%	27µM*
CCc1ccc[n+](-c2[nH]c(=O)sc2/C=N/N=C(\[O-])c2ccncc2)c1	0	-6%	0.5	0%	1%	5%	-12%	-5%
COc1ccc2cc(C)c3nnc(SCc4cccnc4)n3c2c1	-4	-11%	-0.9	1%	0%	2%	-4%	-12%
CC(C)[C@H](NS(=O)(=O)c1ccccc1F)C(=O)OCC(=O)Nc1cccc(S(N)(=O)=O)c1	3	-9%	-2.0	-9%	2%	2%	5%	-11%
CC(C)NC(=O)c1ccc2c(=O)n(C3CCCC3)c(=S)[nH]c2c1	.	-3%	-0.2	3%	-3%	7%	-2%	1%
CC(CC(=O)Nc1nc2ccccc2[nH]1)c1ccccc1 (stereo not drawn)	-11	-5%	-1.5	-1%	0%	1%	-1%	-7%
O=C(COC(=O)c1ccccc1O)NCCCc1ccccc1	-6	2%	-4.4	-23%	1%	-7%	-5%	30µM*
Cc1cccc(NC2(C(F)(F)F)N=C(c3ccccc3)NC2=O)n1 (stereo not drawn)	.	9%	-1.0	-2%	0%	-1%	9%	-4%
Cc1ccc(SCc2c(C(=O)N/N=C/c3ccco3)nnn2-c2nonc2N)cc1	1	-2%	-0.6	12%	.	10%	6%	-4%
COc1cccc(N2CCN(C(=O)C3CCCN(S(=O)(=O)c4ccc5c(c4)oc(=O)n5C)C3)CC2)c1 (stereo not drawn)	-2	0%	-1.0	4%	0%	5%	2%	0%
O=C(NC1=NCCS1)c1ccc(Cl)c(S(=O)(=O)N2CCOCC2)c1	2	0%	-0.3	-6%	-3%	14%	-5%	-4%
COc1cc(C)c(CN2CCN(C(=O)CCC(=O)c3ccc(C)s3)CC2)cc1OC	-28	0%	-0.3	1%	.	14%	5%	?

Complete entries from above:
O=C(O)CCCNCc1ccccc1F is listed as PI5P4Ka inh: 20; EPAC2 antagonist: -14%; CCT modulator: 1.6; EPAC1 antagonist: -27%; MmCpn inh: -6%; EPAC1 agonist: -5%; WRN inhibitor: -8%; PLK1 PBD inh: -10%
O=C(Nc1ccc(N2CCOCC2)c(Cl)c1)c1cccnc1 is listed as PI5P4Ka inh: -7; EPAC2 antagonist: 1%; CCT modulator: -1.8; EPAC1 antagonist: 11%; MmCpn inh: -2%; EPAC1 agonist: 1%; WRN inhibitor: -6%; PLK1 PBD inh: 0%
Nc1cc(OCc2ccccc2)ccc1OCc1ccccc1 is listed as PI5P4Ka inh: -1; EPAC2 antagonist: 2%; CCT modulator: -2.4; EPAC1 antagonist: -4%; MmCpn inh: .; EPAC1 agonist: 7%; WRN inhibitor: 3%; PLK1 PBD inh: 4%

Exported with two lines to a compound: entries from further up.
Every second line gives: PI5P4Ka inh, EPAC2 antagonist, CCT modulator, EPAC1 antagonist, MmCpn inh, EPAC1 agonist, WRN inhibitor, PLK1 PBD inh
O=C(NC1=NCCS1)c1ccc(Cl)c(S(=O)(=O)N2CCOCC2)c1
→ 2, 0%, -0.3, -6%, -3%, 14%, -5%, -4%
COc1cc(C)c(CN2CCN(C(=O)CCC(=O)c3ccc(C)s3)CC2)cc1OC
→ -28, 0%, -0.3, 1%, ., 14%, 5%, ?
